Akt phos inh – inhibitors of Akt phosphorylation. Neuro2A IGF-stimulated pAkt S473 HTRF, 20 min; stronger effect = lower value. activity change, % for hits at 50 µM. 360,000 compounds, 0.32% hits. AID 651550; in the data active means activity change below about -80%; inconclusive means mostly about -51% to -80%; further: on the % scale 0 is the no-effect control and ±100 the full control effect
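Neuro2A cells (4,500/well, DMEM with 0.5% FBS) were treated with compound at a single 50 µM final concentration, stimulated with 6 nM IGF for 20 min at 37 °C, and lysed. Phospho-Akt Ser473 was read by HTRF as 665/615 ratio ×10^4.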
Mm-Cpn inhibitor – inhibitors of Methanococcus maripaludis chaperonin (MmCpn). purified Mm-Cpn ATPase, ADP Transcreener TR-FRET. Potency, µM (top dose mostly 76.9 µM), for inactives: top-dose activity, negative = inhibition, usual class: inhibitors. 330,000 compounds, 0.031% hits. AID 504842; further: potency means the concentration at half of the fitted maximal effect; on the % scale 0 is the no-effect control and ±100 the full control effect; nearly all actives have a fitted effect of over 80% in size
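Eu-cryptate anti-ADP/ADP-d2 competition gives a ratio inversely related to ADP. Enzyme at 25 nM was pre-exposed to compound for 10 min, then given 10 uM ATP for 30 min, 37°C throughout.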
A549 tox – kills or reduces viability of A549 cells in Nrf2 counter-screen; A549 ARE-Fluc cells, CellTiter-Fluor viability, 18-24 h; Potency, µM (series often up to 46 µM), for inactives: at the top dose activity change, negative = cytotoxicity, actives largely listed as inhibitors; 390,000 compounds, 0.16% hits; AID 504648; further: potency means the concentration at half of the fitted maximal effect; on the % scale 0 is the no-effect control and ±100 the full control effect
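A549 ARE-Fluc cells in 5% FBS OPTI-MEM, 5000 cells/well, rested 2 h then exposed to compounds in concentration-response for 18-24 h at 37 °C. Viability by CellTiter-Fluor fluorescence (Ex 405/Em 525) after 30 min; luciferase luminescence (BugLite, 15 min, RT) read afterwards.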
Nrf2 inh – blocks Nrf2 signaling; 360,000 compounds, 2.1% hits; A549 ARE-Fluc reporter, luciferase luminescence, 18-24 h; Potency, µM (titrated, usually from 46 µM), inactives show top-dose activity change, negative = inhibition, actives largely listed as inhibitors; further: potency means the concentration at half of the fitted maximal effect; on the % scale 0 is the no-effect control and ±100 the full control effect; nearly all actives have a fitted effect of over 60% in size
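A549 ARE_Fluc cells, 5000/well, 5% FBS OPTI-MEM; compounds in dose-response, 18-24 h at 37 °C/5% CO2; CellTiter-Fluor viability read (Ex 405/Em 525), then BugLite luciferase luminescence = Nrf2 activity.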
TGFb SMAD3 inh – inhibitors of TGF-b signaling | HepG2 CAGA-GFP TGF-b/SMAD3 reporter, GFP fluorescence, 18 h; TGF-beta stimulated, 500 pg/mL final | Potency, µM (series often up to 46.1 µM), inactives show top-dose activity, negative = inhibition, most hits filed as inhibitors | 410,000 compounds, 1.2% hits | AID 588855; further: potency means the concentration at half of the fitted maximal effect; on the % scale 0 is the no-effect control and ±100 the full control effect; nearly all actives have a fitted effect of over 65% in size
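Per well, imaged GFP fluorescence of HEPG2 CAGA-GFP cells gives the signal; cells get compound, then TGF-beta (500 pg/mL final), 18 h at 37 degrees C; %Activity versus -TGF-beta and +DMSO controls.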
Abeta rescue – compounds reversing amyloid beta toxicity in yeast; yeast expressing A-beta42, growth rescue, OD600, 48 h; response scale: 0% DMSO, 100% iron-clioquinol control; Potency, µM (doses to about 46.1 µM), for inactives: at the top dose growth rescue, most hits filed as activators; 410,000 compounds, 0.063% hits; further: potency means the concentration at half of the fitted maximal effect; nearly all actives have a fitted effect of over 55% in size
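Yeast growth medium received pinned compounds, then yeast cells expressing toxic A-beta were added; plates incubated at 30 C for 48 hr. Growth read as absorbance at 600 nm, normalized to DMSO and equimolar FeCl3 plus clioquinol controls.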
CCT chaperon mod – modulators of cytosolic chaperonin (CCT/TRiC) activity. purified chaperonin ATPase assay, HTRF ADP detection, 30 min. activity change, % (test concentration not listed), hits read low. 360,000 compounds, 0.3% hits. AID 651819; in the data active means activity change below about -30%; further: on the % scale 0 is the no-effect control and ±100 the full control effect
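TRiC (40 or 20 nM final, by batch activity) in 30 mM Tris pH 7.4, 100 mM KCl, 5 mM MgCl2, 1 mM DTT was treated with compound at 76 uM single dose, then 10 uM ATP, 30 min at 37 °C. ADP was read by HTRF Transcreener.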
HepG2 tox – HepG2 cytotoxicity, counter-screen for TGF-b inhibitors; HepG2 CAGA-GFP viability, ATP luminescence, 18 h; 410,000 compounds, 0.76% hits; Potency, µM (titrated, usually from 46.1 µM), for inactives: at the highest dose activity change, negative = cytotoxicity, hits mostly cytotoxic; AID 588856; further: potency means the concentration at half of the fitted maximal effect; some results filed as inactive show a strong effect at the top dose
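CellTiter-Glo luminescence gave cytotoxicity after 18 hours at 37 degrees C. The cells were HepG2 CAGA-GFP in 1% FBS DMEM, stimulated with 500 pg/mL TGF-beta after compound addition. %Activity was normalised to no-cell wells (complete cell-killing) and DMSO (no toxicity), and curves were fitted and classified.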
Nrf2 ARE act – activates Nrf2 signaling | AREc32 ARE-luciferase reporter (MCF7-derived line), luminescence, 24 h | Potency, µM (highest dose often 46.1 µM), for inactives: top-dose activation, hits mostly activators | 410,000 compounds, 0.31% hits; further: potency means the concentration at half of the fitted maximal effect; % of control where 0% means no effect; nearly all actives have a fitted effect of over 65% in size
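Cells of the AREc32 ARE-luciferase line are plated in OPTI-MEM containing 5% FBS and left overnight at 37 deg C. Compounds are pinned in, incubation continues 24 hr, and firefly luciferase signal is then measured.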
* = called active by the depositor; i = inactive; ? = inconclusive; · = no result given; [ ] = dose if it differs, or a comment. Unless noted, the call rests on the fitted dose curve; in most records, active means well fitted curve in the direction sought with a large enough effect; inconclusive means small, poorly fitted or top-dose-only effect, or another doubt; inactive means no such curve, though single readings can be large; an effect the other way counts as inactive or inconclusive.

structure	A549 tox	CCT chaperon mod	Abeta rescue	HepG2 tox	TGFb SMAD3 inh	Mm-Cpn inhibitor	Nrf2 ARE act	Nrf2 inh	Akt phos inh
CCOC(=O)C(=O)/C(C#N)=C/Nc1ccc(F)cc1	5.2%	-0.8	4.0%	-4.0%	0.3%	0.4%	-0.6%	·	i
CC(C)c1ccc(-c2cc(C(=O)N3CCOCC3)c3cc(Br)ccc3n2)cc1	5.6%	-1.7	1.6%	1.2%	5.4%	-13.1%	2.4%	?	i
O=C(CC1C(=O)NCCN1Cc1ccc(F)cc1)NCCN1CCCc2ccccc21 (stereo not drawn)	-0.3%	-0.2	-0.7%	-31.5%	-10.4%	0.6%	4.2%	0.2%	i
Cc1ccc(NC(=O)Cn2cnc3sc(C(=O)O)c(C)c3c2=O)cc1Cl	-1.9%	·	-3.8%	-2.8%	0.5%	·	-1.1%	9.3%	·
CSc1ccc(-c2nc(CN3CCCCC3c3cccnc3)c(C)o2)cc1 (stereo not drawn)	-7.2%	-2.3	-0.8%	-33.2%	?	-1.9%	2.2%	?	i
Cc1nn(C2CCCCC2)c(N)c1-c1ccccc1	0.9%	-0.6	0.7%	3.7%	?	-0.8%	-0.5%	7.9%	i
CCCCOc1ccc(-c2nnc(-c3cc[n+](C)cc3)o2)cc1	5.9%	-1.0	-14.8%	-24.9%	-29.2%	-3.4%	0.4%	-0.9%	i
CCN(c1ccccc1)S(=O)(=O)c1nnc(NC(=O)C(C)Oc2ccccc2)s1 (stereo not drawn)	-0.3%	·	-3.2%	-33.7%	?	·	-1.3%	?	·
COC(=O)c1c(Oc2ccc(Br)cc2)nnc(-c2ccccc2)c1-c1ccccc1	18.1%	·	-7.6%	-3.8%	24.5%	·	-0.8%	-24.3%	·
CCOc1ccc(-c2cc3c(=O)n(CC(=O)Nc4cc(F)ccc4C)ccn3n2)cc1	0.8%	·	-0.2%	10.5%	37.7%[activator]	·	-0.7%	·	·
CN(C)CCNC(=O)c1csc(Nc2cccc3ccccc23)n1	-11.7%	-1.1	-5.0%	-22.6%	-23.9%	-2.0%	-0.2%	?	i
CCOC(=O)c1cc(-c2ccccc2)n(CCC(=O)NCCc2cccc(C)c2)c1C	-27.3%	·	13.6%	-33.6%	?	·	-0.3%	·	·
CCCCNC(=O)NC12CC3CC(CC(C3)C1)C2	4.2%	-2.4	-21.9%	-0.8%	-2.2%	-1.4%	1.6%	?	i
Cc1nc2c(OCCC3CCCCC3)cccn2c1N(C)C(=O)CCC1CCCC1	·	0.4	-7.5%	17.8µM*	15.8µM*	·	0.0%	·	i
COc1ccc(CNC(=O)c2ccc3c(c2)N(Cc2cc(C)ccc2C)C(=O)CS3)cc1	-4.1%	·	-4.5%	-4.3%	-3.1%	·	0.2%	-3.8%[9.27 µM]	·
COc1ccccc1NS(=O)(=O)c1cccs1	3.0%	-0.5	13.4%	-2.5%	?	0.8%	0.0%	11.6%	i
Cc1ccccc1Nc1c(-c2ccccc2O)nc2sccn12	-0.6%	·	-8.3%	-38.8%	-29.6%	·	2.5%	22.2%	·
CCCC(=O)N(Cc1cc(=O)[nH]c2ccccc12)c1ccc(C)cc1C	8.5%	0.3	6.5%	-26.5%	12.1%	0.1%	0.2%	-1.5%	i
O=[N+]([O-])c1ccc(COc2cccc(CN3CCCCC3)c2)cc1	0.3%	-0.1	-10.8%	-5.6%	27.6%	·	6.4%	17.0%	i
O=C1C2CC=CCC2C(=O)N1Cc1nnc(-c2ccc(Cl)cc2)o1 (stereo not drawn)	4.5%	1.7	11.1%	-11.5%	-6.3%	-4.3%	2.6%	10.6%	i
Cc1nc2cc(-c3cccc(F)c3)nn2c(C)c1CCC(=O)N1CCN(c2ccc(F)cc2)CC1	?	·	-1.5%	-2.3%	-5.9%	·	-0.3%	?	·
COc1ccc(C(=O)N2CCN(c3ccc(C(C)=O)cc3)CC2)cc1S(=O)(=O)N1CCCC1	-2.2%	0.8	-5.4%	2.9%	-5.7%	0.3%	0.4%	-21.5%	i
Cc1oc(S(=O)(=O)N(C)C)cc1C(=O)Nc1ccc(Cl)cc1	-1.9%	-5.2	4.3%	40.6%	15.8%	2.0%	0.2%	-10.1%	i
NC(=O)COC(=O)c1ccccc1SCC(=O)NC1CCCCCCC1	9.2%	0.3	9.2%	-3.1%	5.2%	-0.2%	0.1%	3.3%	i
O=C(O)c1ccc(NS(=O)(=O)c2cccc(C(=O)Nc3cccc(C(=O)O)c3)c2)cc1	1.3%	-8.2	6.2%	-2.0%	16.1%	0.2%	-1.0%	1.1%	i
CCOC(=O)C1(C)CCN1C(=O)c1ccccc1OC (stereo not drawn)	·	0.7	-2.2%	11.5%	-6.9%	·	-1.2%	·	i
CCc1ccc(C(CNC(=O)c2ccc3c(=O)n(-c4ccccc4F)c(=S)[nH]c3c2)N(C)C)cc1 (stereo not drawn)	0.3%	-0.8	-8.6%	-16.0%	-20.5%	-0.8%	3.1%	?	i
CCOCCCn1c(SCC(=O)Nc2ccccc2Cl)nc2c(oc3ccccc32)c1=O	-0.2%	·	-11.1%	-1.9%	-6.5%	·	-1.2%	-22.5%	·
O=C1NC2(CCCCCC2)C(=O)N1Cc1cccc([N+](=O)[O-])c1	14.0%	1.1	-4.9%	-12.6%	-10.8%	2.6%	0.3%	-7.6%	i
O=C(Nc1ccc(F)cc1)NC1CCN(Cc2nnnn2Cc2ccco2)CC1	-3.1%	-2.7	-6.7%	-3.7%	23.3%	-0.9%	0.4%	-0.8%	i

Arranged by value in Nrf2 ARE act (rising): 3 from the list above.
| structure | CCT chaperon mod | TGFb SMAD3 inh | Mm-Cpn inhibitor | Nrf2 ARE act | Akt phos inh |
| --- | --- | --- | --- | --- | --- |
| Cc1nc2cc(-c3cccc(F)c3)nn2c(C)c1CCC(=O)N1CCN(c2ccc(F)cc2)CC1 | · | -5.9% | · | -0.3% | · |
| COc1ccccc1NS(=O)(=O)c1cccs1 | -0.5 | ? | 0.8% | 0.0% | i |
| CCCCOc1ccc(-c2nnc(-c3cc[n+](C)cc3)o2)cc1 | -1.0 | -29.2% | -3.4% | 0.4% | i |

(further entries)
structure	A549 tox	CCT chaperon mod	Abeta rescue	HepG2 tox	TGFb SMAD3 inh	Mm-Cpn inhibitor	Nrf2 ARE act	Nrf2 inh	Akt phos inh
Cc1cccc(C)c1NC(=O)CN(C)C(=O)COc1cccc2c1OC(C)(C)C2	3.8%	-3.0	8.6%	2.6%	-0.6%	0.3%	0.6%	4.7%	i
O=C(N/N=C/C(Br)=C\c1ccccc1)c1ccc2nc[nH]c2c1	13.0%	-1.9	-21.8%	-20.9%	?	-2.1%	22.4µM*	-11.5%	i
CCCCNC(=O)c1onc(CSc2ccc(Cl)cc2)c1C(=O)O	-2.5%	0.7	8.8%	-13.6%	?	-0.4%	0.1%	5.8%	i
O=C(CSCc1cccc(F)c1)N1CCN(c2ccccc2)CC1	-10.0%	1.6	2.5%	0.9%	-6.5%	-0.3%	0.4%	·	·
O=C(Nc1ccc(F)cc1)c1ccccc1CC[N+](=O)[O-]	-4.9%	0.6	11.8%	9.8%	1.0%	-1.0%	0.1%	·	i
CCOC(=O)c1[nH]c(C)c(C(=O)N2CCc3c([nH]c4ccccc34)C2c2ccccn2)c1C (stereo not drawn)	-9.4%	-1.3	18.7%	-23.2%	?	-3.2%	1.8%	-17.2%	i
COC(=O)c1c(C)nn(-c2ccc(OC(F)(F)F)cc2)c1-c1snnc1C	9.3%	1.0	5.5%	-12.9%	3.3%	2.2%	0.5%	?	i
O=C(OCC(=O)N1CCCC1)c1cc(Br)ccc1Cl	7.0%	-2.5	1.2%	-16.4%	-3.1%	-0.1%	?	?	i
O=C(CN1C(=O)NC2(CCCC2)C1=O)Nc1nc2ccccc2[nH]1	-3.1%	-2.0	2.1%	7.4%	?	1.4%	0.0%	3.5%	i
Clc1ccc(-c2cc3ncc4c(n3n2)-c2ccccc2OC4)cc1	-6.2%	·	-19.0%	-14.9%	?	·	5.4%	?	·
CC1CN(S(=O)(=O)c2cccc(C(=O)OCCOc3ccccc3)c2)CC(C)O1 (stereo not drawn)	-1.4%	-2.6	-15.0%	-5.0%	-2.7%	1.3%	-1.3%	-19.6%	i

Record cards, from the list above. Values in the order: A549 tox	CCT chaperon mod	Abeta rescue	HepG2 tox	TGFb SMAD3 inh	Mm-Cpn inhibitor	Nrf2 ARE act	Nrf2 inh	Akt phos inh
Record of O=C(CC1C(=O)NCCN1Cc1ccc(F)cc1)NCCN1CCCc2ccccc21 (stereo not drawn) : -0.3%	-0.2	-0.7%	-31.5%	-10.4%	0.6%	4.2%	0.2%	i
Record of Cc1oc(S(=O)(=O)N(C)C)cc1C(=O)Nc1ccc(Cl)cc1 : -1.9%	-5.2	4.3%	40.6%	15.8%	2.0%	0.2%	-10.1%	i
